Growth percent in the NCI-60 one-dose screen (48 h, 10 µM unless noted): 100 = growth as untreated, 0 = no growth, -100 = all killed.
RXF 393 = RXF 393 renal cancer cells. hit rate 6.9% among 77,000. AID 1794773
HT29 = HT29 colon cancer; hit rate 7.4% among 81,000
NCI-H322M = NCI-H322M lung cancer. hit rate 2.7% among 80,000
NCI-H522 = NCI-H522 lung cancer; hit rate 8% among 78,000
NCI-H23 = NCI-H23 lung cancer. hit rate 4% among 80,000
A498 = A498 renal cancer cells. hit rate 5.4% among 76,000. AID 1794774
NCI-H226 = NCI-H226 lung cancer. hit rate 3.5% among 79,000. AID 1794732
NCI-H460 = NCI-H460 lung cancer | hit rate 6.8% among 82,000
COLO 205 = COLO 205 colon cancer; AID 1794742; hit rate 7.3% among 79,000
An asterisk follows results filed as active; . = no result given; & = joins results of further samples; ! = not confirmed by another sample. How the source made its calls: active means growth percent below 10; inactive means the rest. This is a subset; the hit share may differ from the screen's.

no.	SMILES	A498	NCI-H522	NCI-H460	RXF 393	NCI-H226
1	C1CCC([PH+](C2CCCCC2)C2CCCCC2[PH+](C2CCCCC2)C2CCCCC2)CC1.[Au].[CH-]1CCCCC1CC1CCCC[N-]1 (stereo not given)	-92*	-41*	-56*	-93*	-51*
2	O=C(NCCCOc1ccc([N+](=O)[O-])cc1Cl)Nc1cccc(S(=O)(=O)F)c1	96	72	114	84	91
3	CC1([N+](=O)[O-])COP(=O)(Nc2cccc(Cl)c2)OC1 (stereo not given)	117	94	107	118	105
4	COc1ccc(-n2c(Sc3nnc(N)s3)nc3ccc(Cl)cc3c2=O)cc1	64	110	101	100	87
5	O=[N+]([O-])CC(c1ccccc1)c1c(-c2ccccc2)[nH]c2ccccc12 (stereo not given)	83	64	95	87	85
6	COC12c3ccccc3-c3ccccc3C1[C@@H](C(=O)O)[C@H]2C(=O)O (stereo not given in full)	112	93	108	111	108
7	O=C(CN1C(=O)c2ccccc2C1=O)N1CC1	96	97	108	105	102
8	CCCCN(CCCC)CCc1ccc(O)cc1	92	85	107	154	121
9	C1CCC2(CC1)OOCNCOO2	97	90	108	116	107
10	Cc1cc2c(cc1-c1cc(/C=C/C(=O)O)ccc1C(F)(F)F)C(C)(C)CCC2(C)C	83	44	55	80	81

no.	COLO 205	NCI-H23	NCI-H322M	HT29
1	-48*	-46*	-42*	1.9*
2	103	97	111	92
3	104	102	107	106
4	126	103	92	107
5	105	85	72	84
6	109	95	91	101
7	117	113	131	118
8	103	110	102	92
9	115	98	97	98
10	88	60	95	57

Following part.
no.	SMILES	A498	NCI-H522	NCI-H460	RXF 393	NCI-H226
11	COc1ccc(NP2(=O)OCC(C)(N)CO2)cc1 (stereo not given)	.	92	108	104	105
12	CC(=O)Nc1ccc(Cc2ccc(NC(C)=O)cc2)cc1	129	104	104	89	107
13	CC12NCC(Cn3c1cc1ccccc1c3=O)O2 (stereo not given)	107	98	108	109	109
14	CN(C)C(=O)Oc1ccccc1-c1ccccc1	115	101	109	.	96
15	CCCC1OP(=O)(N(CCOC(C)=O)CCOC(C)=O)OCC1CC (stereo not given)	106	87	110	97	95
16	C[N+](C)(C)CCOc1ccccc1	94	99	102	96	85
17	N#CCc1c[nH]c2ccccc12	96	102	100	104	84
18	CCC1(CC)C(=O)NC(=S)NC1=O	96	110	107	107	100
19	C=CCN=C=S	87	102	107	102	99
20	CC1([N+](=O)[O-])COP(=O)(Nc2ccccc2F)OC1 (stereo not given)	.	93	106	96	97

no.	COLO 205	NCI-H23	NCI-H322M	HT29
11	109	92	.	99
12	.	107	108	104
13	111	102	113	112
14	103	102	111	101
15	102	108	125	100
16	111	101	110	109
17	91	93	100	99
18	113	106	96	.
19	113	102	102	104
20	109	96	.	100

Carrying on.
no.	SMILES	A498	NCI-H522	NCI-H460	RXF 393	NCI-H226
21	CC(C)(C)N1CC(C(=O)c2ccccc2)C1c1ccccc1 (stereo not given)	95	98	107	110	106
22	CCN(C(=O)OC(C)C)[N+](=O)[O-]	113	.	113	118	104
23	COC(=O)[C@@H](C)C[C@H](Cc1ccccc1)NC(=O)c1nc([C@@H](C[C@H](C(C)C)N(C)C(=O)[C@@H](NC(=O)[C@H]2C[C@H](O)CCN2C)C(C)C)OC(C)=O)sc1C(C)C	.	-22*	2.3*	19	-35*
24	CCCN1CC(Br)C(=O)NC1=O (stereo not given)	89	55	97	108	105
25	O=C1c2ccccc2C(=O)C(Cl)C1Cl (stereo not given)	133	-65*	101	-9.4*	-74*
26	CCC(CN(C)C)c1ccccc1 (stereo not given)	94	100	104	120	100
27	CC[C@H](C)[C@H]1O[C@]2(C=C[C@@H]1C)C[C@@H]1C[C@@H](C/C=C(\C)[C@@H](O[C@H]3C[C@H](OC)[C@@H](O[C@H]4C[C@H](OC)[C@@H](NC)[C@H](C)O4)[C@H](C)O3)[C@@H](C)/C=C/C=C3\CO[C@@H]4[C@H](O)C(C)=C[C@@H](C(=O)O1)[C@]34O)O2	-7.2*	-70*	-77*	-88*	-75*
28	C#C[C@@]1(O)CC[C@@]2(C)[C@@H](CC[C@@H]3[C@@H]2CC[C@]2(C)[C@@H](O)CC[C@@H]32)C1	89	98	106	104	99
29	Nc1ccc2c(c1)oc1ccccc12	103	96	111	92	93
30	Oc1ccc(CC2NCCc3cc(O)c(O)cc32)cc1O (stereo not given)	101	83	104	105	106

no.	COLO 205	NCI-H23	NCI-H322M	HT29
21	110	96	109	107
22	107	104	91	101
23	-66*	24	26	-15*
24	119	82	99	105
25	-94*	84	96	97
26	111	105	113	109
27	-72*	-69*	-22*	-64*
28	127	100	114	103
29	123	97	102	92
30	120	102	103	105

Additional records:
no.	SMILES	A498	NCI-H522	NCI-H460	RXF 393	NCI-H226
31	Nc1ccc(C(=O)Nc2ccc(S(=O)(=O)F)cc2)cc1	83	81	102	86	99
32	O=NN(CCF)C(=O)NCCO	71	90	108	111	100
33	CC(=O)NC1=C(N2CC2C)C(=O)C(NC(C)=O)=C(N2CC2C)C1=O (stereo not given)	145	100	62	112	103
34	N#CCCP(CCC#N)c1ccccc1	101	101	109	124	104
35	CCC1CC(O)c2c(O)c3c(c(O)c2C1O)C(=O)c1cccc(O)c1C3=O (stereo not given) (tested in a mixture with another compound)	.	-48*	-54*	-27*	-9.0*
36	CC1CNC(=S)S1 (stereo not given)	101	93	104	111	99
37	O=C1NC(=S)NC(=O)C1=Cc1ccc(OCc2ccccc2)cc1	.	103	118	103	97
38	COc1ccc(C(O)(C(=O)OCC[N+]2(C)CCCCC2)c2ccc(OC)cc2)cc1	67	86	102	104	86
39	COc1ccc(OC)c(C(O)C(C)NC(C)(C)C)c1 (stereo not given)	.	108	109	116	103
40	S=C1NC2(CCCCC2)NC12CCCCC2	102	84	99	97	95

no.	COLO 205	NCI-H23	NCI-H322M	HT29
31	101	.	.	91
32	101	101	98	104
33	111	113	116	103
34	.	110	100	103
35	-46*	-76*	-16*	-25*
36	121	100	108	98
37	115	101	105	115
38	.	97	115	94
39	111	108	131	109
40	110	92	102	110

Going on with the list:
no.	SMILES	A498	NCI-H522	NCI-H460	RXF 393	NCI-H226
41	C[C@]12CC[C@H]3[C@@H](CC=C4C[C@@H](O)CC[C@@]43CO)[C@@H]1CC[C@@H]2O	96	89	100	110	106
42	CCCC(C)C1(CC)C(=O)NC(=O)NC1=O (stereo not given)	99	107	114	116	97
43	CCOP1(=O)CC(C)=C(Cl)C(P(=O)(OCC)OCC)C1 (stereo not given)	103	71	112	74	103
44	O=C(O)CC(NC(=O)CP(=O)(O)O)C(=O)O (stereo not given)	68	88	107	98	97
45	COc1cc(=O)oc(/C=C/C=C/C=C/C(C)=C\C2(C)OC(C)C(C)(O)C2O)c1C (stereo not given)	.	101	116	34	105
46	CC[C@]12C=CCN3CC[C@@]4(c5ccc(OC)cc5N(C)[C@H]4[C@@](O)(C(=O)OC)[C@@H]1OC(=O)CCCC[P+](C1CCCCC1)(C1CCCCC1)C1CCCCC1)[C@@H]32	0.0*	-72*	5.3*	-74*	-22*
47	CCOC(=O)C(c1c(O)c2ccccc2oc1=O)c1c(O)c2ccccc2oc1=O	.	.	117	114	101
48	COS(=O)(=O)c1ccccc1	112	111	112	109	107
49	O=[N+]([O-])c1cc(S(=O)(=O)O)cc([N+](=O)[O-])c1Cl	100	94	119	113	102
50	CC(C)Nc1ccc(Nc2ccccc2)cc1	66	41	11	56	51

no.	COLO 205	NCI-H23	NCI-H322M	HT29
41	108	106	98	101
42	.	.	95	112
43	94	92	124	96
44	105	93	104	97
45	116	72	105	109
46	-77*	-9.7*	16	-24*
47	103	105	104	109
48	113	98	106	110
49	104	105	115	106
50	44	31	73	8.0*

Reprinted from the part before: five compounds; new compounds follow.
no.	SMILES	A498	NCI-H522	NCI-H460	RXF 393	NCI-H226
46	CC[C@]12C=CCN3CC[C@@]4(c5ccc(OC)cc5N(C)[C@H]4[C@@](O)(C(=O)OC)[C@@H]1OC(=O)CCCC[P+](C1CCCCC1)(C1CCCCC1)C1CCCCC1)[C@@H]32	0.0*	-72*	5.3*	-74*	-22*
47	CCOC(=O)C(c1c(O)c2ccccc2oc1=O)c1c(O)c2ccccc2oc1=O	.	.	117	114	101
48	COS(=O)(=O)c1ccccc1	112	111	112	109	107
49	O=[N+]([O-])c1cc(S(=O)(=O)O)cc([N+](=O)[O-])c1Cl	100	94	119	113	102
50	CC(C)Nc1ccc(Nc2ccccc2)cc1	66	41	11	56	51
51	ClC(CN1CCOCC1)C(Cl)c1ccccc1 (stereo not given)	90	88	102	112	79
52	Cc1cccc(CC(O)C(Cl)(Cl)Cl)n1 (stereo not given)	93	125	104	105	97
53	Cc1ccc(N)cc1	76	92	107	110	88
54	CC(C)CCNC(=O)CN1C(=O)CN=C(c2ccccc2)c2ccccc21	76	102	104	95	97
55	O=P(Oc1ccccc1)(Oc1ccccc1)N1CCOCC1	89	129	99	104	96
56	CC(C)N(CCCl)CCOc1ccccc1Cc1ccc(F)cc1	96	97	106	92	93
57	Clc1c(Cl)c(Cl)c2c(c1Cl)Oc1c(Cl)c(Cl)c(Cl)c(Cl)c1O2	113	103	106	124	96
58	C[C@](O)(Cn1cc(C#N)cn1)C(=O)Nc1cnc(C#N)c(C(F)(F)F)c1	110	97	102	120	100
59	c1ccc(CN2CO[C@@H]3CCCCC[C@H]32)cc1	103	.	104	111	109
60	COC(C(=O)[C@@H](O)[C@@H](C)O)[C@@H]1Cc2cc3cc(O[C@H]4C[C@@H](O[C@H]5C[C@@H](O)[C@H](O)C(C)O5)[C@H](O)C(C)O4)c(C)c(O)c3c(O)c2C(=O)[C@H]1O[C@H]1C[C@@H](O[C@H]2C[C@@H](O[C@H]3C[C@@H](O)[C@@H](O)C(C)O3)[C@@H](O)C(C)O2)[C@H](O)C(C)O1 (stereo not given in full)	-40*	-24*	7.7*	-61*	-22*

no.	COLO 205	NCI-H23	NCI-H322M	HT29
46	-77*	-9.7*	16	-24*
47	103	105	104	109
48	113	98	106	110
49	104	105	115	106
50	44	31	73	8.0*
51	115	106	101	100
52	115	103	109	106
53	.	93	90	95
54	111	100	99	113
55	104	98	85	98
56	107	98	100	108
57	106	95	.	109
58	112	94	99	104
59	111	112	99	93
60	-43*	-0.7*	14	-12*

(more compounds)
no.	SMILES	A498	NCI-H522	NCI-H460	RXF 393	NCI-H226
61	CNCC(=O)c1ccccc1	.	92	116	114	104
62	CNC(=O)Oc1ccc(SC)c(C)c1	96	94	109	103	103
63	COc1cc2c(cc1OC)C13CCN4C(=O)C(=O)C(CC41)C1C(OCC(=O)O)CC(=O)N2C13 (stereo not given)	91	81	99	114	100
64	O=c1[nH]c2ccccc2n1C1CCN(CCCC(c2ccc(F)cc2)c2ccc(F)cc2)CC1	-9.1*!	34&62	2.6*	-40*!	62&92
65	CC(C)CCC1C(=O)N(C)C(=O)N(C)C1=O	95	92	109	102	92
66	OCCNC(Cc1ccccc1)c1ccccc1 (stereo not given)	106	89	103	101	97
67	O=C(c1ccccc1)N1CC1	.	104	99	103	93
68	O=P1(NCCCl)OCCCN1CCCl (stereo not given)	108	100	109	.	109
69	CC1C(Cl)C2(Cl)C(Cl)=C(Cl)C1(Cl)C2(Cl)Cl (stereo not given)	109	93	108	100	96
70	BrCc1ccc2ncccc2c1	140	113	112	123	116

no.	COLO 205	NCI-H23	NCI-H322M	HT29
61	100	111	105	106
62	106	103	101	115
63	99	95	97	102
64	-70*	38&60	68&64	-2.6*
65	110	104	99	104
66	98	99	110	90
67	110	96	102	100
68	112	107	106	103
69	108	104	108	99
70	111	104	127	108

Other results:
no.	SMILES	A498	NCI-H522	NCI-H460	RXF 393	NCI-H226
71	Cc1ccc2nc(Sc3sc(N)nc3C)n(-c3ccc(Cl)cc3)c(=O)c2c1	47	92	101	72	96
72	COc1cc(-n2c(SC)nc3ccccc3c2=O)c(OC)cc1Cl	80	93	104	88	88
73	CC1(C)C(=O)CC[C@@]2(C)C1=CC[C@H]1[C@@H]3CC[C@H](O)[C@@]3(C)CC[C@@H]12	114	99	106	87	.
74	O=CN1N=C(c2ccccc2)CC1c1sc(N(CCCl)CCCl)nc1Cl (stereo not given)	123	71	106	108	85
75	O=C(NCCNC(=O)Nc1ccccc1S(=O)(=O)F)Nc1ccccc1S(=O)(=O)F	104	100	105	97	95
76	Oc1ccc(Br)cc1Br	112	.	109	121	107
77	COc1cc2c(O[C@@H]3OC[C@H](OC(C)=O)[C@H](OC(C)=O)[C@H]3O)c3c(c(-c4ccc5c(c4)OCO5)c2cc1OC)C(=O)OC3	71	4.7*	11	54	2.5*
78	Clc1ccc(CC2CCCCN2)cc1 (stereo not given)	81	93	106	105	98
79	c1ccc(N=PNc2ccccc2)cc1 (stereo not given)	101	.	102	121	110
80	CCN(CC)c1ccccc1	106	98	107	143	108

no.	COLO 205	NCI-H23	NCI-H322M	HT29
71	102	90	102	88
72	95	91	99	93
73	105	105	117	99
74	96	88	82	92
75	113	109	92	104
76	112	104	120	129
77	5.6*	46	61	9.0*
78	104	97	105	101
79	116	101	110	164
80	122	96	102	107

Following part.
no.	SMILES	A498	NCI-H522	NCI-H460	RXF 393	NCI-H226
81	CCC(=O)OC1CCC2C3CCC4=CC(=O)CCC4(C)C3CCC12C (stereo not given)	86	106	114	105	92
82	OCN1CCOCC1	111	86	100	117	110
83	Cc1c2ccccc2c(C)[n+]2ccccc12	72	79	118	102	99
84	O=C(CBr)Nc1ccccc1	108	-84*	107	107	98
85	COc1ccccc1N1CCN(Cc2ccccc2)CC1	85	97	104	140	104
86	CC(=O)N1N=C(c2ccccc2)CC1c1sc(N(CCCl)CCCl)nc1Cl (stereo not given)	98	72	96	98	89
87	COc1cc(/C=C/[N+](=O)[O-])cc(Br)c1OC	.	-71*	.	-81*	-18*
88	N#CC1c2ccccc2C=CN1C(=O)c1ccc(N(CCCl)CCCl)cc1 (stereo not given)	106	69	111	90	78

no.	COLO 205	NCI-H23	NCI-H322M	HT29
81	112	99	103	111
82	106	98	101	106
83	88	90	116	94
84	116	93	98	103
85	109	100	101	96
86	99	86	91	94
87	18	-68*	99	.
88	103	89	.	99
